Source: PubChem BioAssay
Anthrax LF prot = anthrax lethal factor protease inhibition; P15917; multiplex microsphere protease cleavage assay, LF; inhibition, % at 10 µM; 360,000 compounds, 0.12% hits; AID 588501; further: plate controls were buffer without enzyme for full effect and enzyme alone for no effect
TcdB GH inh = TcdB glycohydrolase inhibition; P18177; TcdB glycohydrolase enzymatic assay, plate reader; inhibition, % at 9.99 µM; 350,000 compounds, 0.24% hits; AID 652162; in the data active means inhibition above about 10%
PfHsp40 rescue = compounds rescuing yeast from Plasmodium falciparum HSP40 toxicity | growth rescue, % at 12.5 µM | S. cerevisiae expressing PfHsp40, growth rescue, ATP luminescence | 340,000 compounds, 0.68% hits; in the data active means growth rescue above about 28%, passing the limit was not always enough; inconclusive means no clear call, values can overlap the other calls;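 further: yeast W303a lacking pdr1 and pdr3 grown in galactose medium; growth measured after three days at 30 °C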
BoNT A protease = inhibitors of Botulinum neurotoxin A light chain protease; multiplex microsphere protease substrate cleavage, flow cytometry; 360,000 compounds, 0.17% hits; inhibition, % at 10 µM; further: plate controls were buffer without enzyme for full effect and enzyme alone for no effect
3CLpro inhibitor = SARS-CoV 3CLpro protease inhibition. P0C6X7. recombinant SARS-CoV 3CLpro, quenched FRET peptide cleavage. inhibition, % at 6 µM. 290,000 compounds, 0.14% hits; in the data active means inhibition above about 12%
SSB-PriA inh = K. pneumoniae PriA-SSBct interaction inhibition; inhibition, % at 33 µM; AID 1272365; 430,000 compounds, 0.6% hits; AlphaScreen SSBct-PriA binding, biotinylated peptide; in the data active means inhibition mostly above about 37%, no sharp cut-off; inactive means mostly below about 20%;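 further: plate controls were negative control peptide for no effect and reference peptide for full effect; strong numbers were not always called active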
Y pestis TopoI = blocks Yersinia pestis topoisomerase I activity | Y. pestis Topo-I cleavage product accumulation, plate reader | activity, % at 10 µM | 360,000 compounds, 0.064% hits | AID 504884; in the data active means activity above about 50%, passing the limit was not always enough; inconclusive means no clear call, values can overlap the other calls; further: inactives centre near 2
BH1578 lux ind = inducers of Vibrio cholerae quorum light production without autoinducers | 350,000 compounds, 0.16% hits | V. cholerae BH1578 lux reporter, luminescence, 6 h | activation, % at 18.7 µM; in the data active means activation mostly above about 9.7%, no sharp cut-off; inconclusive means no clear call, values can overlap the other calls; inactive means mostly below about 3.7%; further: not every result past the cut was called active; inactives centre near 0; reference of the scale not given here
PrPC surface inh = reduces human prion protein on the cell surface; cell surface PrPC, TR-FRET read-out; 370,000 compounds, 0.43% hits; inhibition, % at 13.8 µM; P04156; in the data active means inhibition above about 24%; further: 0% = median of the test wells and 100% = reference compound wells
Active calls of the source: *; i = inactive; ? = inconclusive; . = not tested or not shown. Unless noted, no stated cut-off is given here; in the data, active means inhibition above about 30%; inconclusive means no clear call, values can overlap the other calls; inactive means below that.

SMILES	Anthrax LF prot	TcdB GH inh	PfHsp40 rescue	BoNT A protease	3CLpro inhibitor	SSB-PriA inh	Y pestis TopoI	BH1578 lux ind	PrPC surface inh
CC1CCN(C(=O)c2cc(-c3ccco3)on2)CC1	-3	0.0	1.2	1.0	1	-11	-5	-0.2	4
COc1ccc(Cl)cc1S(=O)(=O)Nc1ccncc1	-8	1.3	-0.5	-0.7	1	-12	-2	-0.5	6
CCc1cc(C(=O)COc2ccccc2F)c(O)cc1O	-6	-1.1	4.6	?	5	-8	1	i	0
COc1ccc(-c2noc(Cc3cccs3)n2)cc1	-3	.	-0.2	-1.1	4	-109	6	5.9	5
COC(=O)C1=C(c2ccc3ccccc3c2)C[C@@H]2CC[C@H]1N2C(=O)N1CCC(O)CC1	-3	.	-0.2	0.4	.	-7	8	2.9	.
O=C(COC(=O)C1CCCC1)Nc1cccc(Cl)c1Cl	-5	-0.5	-1.2	-1.0	.	4	25	-0.8	10
CCn1c(SCCC#N)nnc1-c1ccncc1	2	0.1	-0.2	-0.6	1	0	2	i	8
Cc1ccc(NC(=O)CCn2c(=O)oc3ccccc32)cc1	-1	.	0.0	0.9	-2	-5	-1	2.6	7

The last 3 entries of the section above lead into the next:
SMILES	Anthrax LF prot	TcdB GH inh	PfHsp40 rescue	BoNT A protease	3CLpro inhibitor	SSB-PriA inh	Y pestis TopoI	BH1578 lux ind	PrPC surface inh
O=C(COC(=O)C1CCCC1)Nc1cccc(Cl)c1Cl	-5	-0.5	-1.2	-1.0	.	4	25	-0.8	10
CCn1c(SCCC#N)nnc1-c1ccncc1	2	0.1	-0.2	-0.6	1	0	2	i	8
Cc1ccc(NC(=O)CCn2c(=O)oc3ccccc32)cc1	-1	.	0.0	0.9	-2	-5	-1	2.6	7
Cc1ccc(/C=C/C(=O)O)cc1S(=O)(=O)N(C)CCO	0	-1.4	-0.8	-0.3	3	-9	-4	-0.2	-3
O=C(NCC1OCCc2ccccc21)c1cc(COc2c(F)cccc2F)on1 (stereo not drawn)	-15	-1.7	2.7	-0.1	4	-1	21	1.2	6
CCOc1ccc(CN2CCN(Cc3cc4c(cc3Cl)OCO4)CC2CCO)cc1 (stereo not drawn)	-5	1.8	-0.1	0.6	7	-9	22	-1.1	-13
O=[N+]([O-])c1ccc(COc2ccccc2CN2CCOCC2)cc1	-3	0.7	-0.7	-0.2	.	3	6	i	-16
CCOC(=O)c1c(NC(=O)CSC2=NN3CCCC(=O)N=C3S2)sc2c1CCCCC2	-4	1.5	-0.3	-2.0	3	-1	1	-0.8	-3
COCCNC(=S)N1CCOCC1	1	0.6	-1.3	-0.2	-3	6	2	i	2
CC(=O)OCCOc1nc(N(C)C)nc(N(C)C)n1	?	.	0.9	?	4	6	4	-0.6	-1
CCCC(C(=O)NCc1ccco1)N(C(=O)CNS(=O)(=O)c1ccccc1)c1ccc(OC)cc1 (stereo not drawn)	-2	0.8	-0.3	-0.7	-2	-2	20	-0.4	8
CCOC(=O)C1=CCN(S(=O)(=O)c2ccc(C)cc2)C1c1ccc(Br)cc1 (stereo not drawn)	-3	1.7	.	0.8	.	.	.	.	10
CC(=O)Nc1cccc(C(=O)OC(C)C(=O)NCc2ccc3c(c2)OCO3)c1 (stereo not drawn)	-1	0.0	-1.2	2.8	.	4	-7	-1.4	-5
COC(=O)c1ccc(S(=O)(=O)NCCc2ccccc2OC)n1C	-22	1.9	-0.9	?	-2	-11	4	-0.5	6
COn1c(=O)c(-c2cccs2)[n+]([O-])c2ccccc21	-3	.	1.2	2.9	-3	10	3	-0.3	-11
COc1ccc(OC(=O)c2cc3ccccc3o2)cc1	-1	.	0.5	0.7	-3	-6	22	.	1
CCc1ccccc1NC(=O)C(Cc1cccc(OC)c1OC)c1nn[nH]n1 (stereo not drawn)	-1	.	-0.6	2.4	5	-14	17	12	-3
CCC1=Nc2cc(C(=O)O)ccc2Sc2ccc(Cl)cc21	-1	-0.9	-0.3	0.1	0	-20	-3	-0.1	-7
CCNC(=O)CC1SC(=Nc2ccc(C)cc2)NC1=O (stereo not drawn)	0	.	-0.8	-0.9	3	-6	-5	-0.3	-1
CCN(CC)C1Oc2cc3c(cc2C(c2cc(OC)c(O)c(OC)c2)C1C)OCO3 (stereo not drawn)	-5	-26	-0.1	-0.1	.	-1	4	i	3
CC(C(=O)O)n1nc(-c2ccccc2)c2ccccc21 (stereo not drawn)	20	-0.1	0.1	1.1	2	-6	2	i	3
COCCN(C(=O)Cc1cccs1)C(C(=O)NC1CCCC1)c1ccc(OC)c(OC)c1 (stereo not drawn)	0	0.6	-0.5	0.0	1	-5	-4	i	5
Cc1c(/C=C(\C#N)c2nn(-c3ccccc3)c(N)c2C#N)c2ccccc2n1Cc1ccc(F)cc1	0	.	0.4	0.2	-1	-4	7	i	-3
O=C(c1cc(-c2ccc(Cl)cc2)nc2ccccc12)N1CCC1	0	2.9	-0.2	1.5	.	-2	4	i	-9
CCc1c(C)c2nncn2[nH]c1=O	-2	.	-0.9	-2.1	-7	-28	13	5.6	4
CCc1ncc(/C=C2\C(=O)Nc3ccccc32)[nH]1	.	2.2	0.3	.	4	3	-5	-0.2	0
O=C(CSc1oc(-c2ccccc2)nc1S(=O)(=O)c1ccccc1)NCC1CCCO1 (stereo not drawn)	3	1.1	-0.3	1.5	-5	0	-4	-0.3	0
CC(C)C[C@H](NC(=O)c1[nH]cnc1C(=O)N[C@H](C)c1ccccc1)C(=O)OC(C)(C)C	-9	0.1	9.0	-0.5	7	4	31	-1.4	27*
Cc1snc(SCC(=O)N/N=C(\N)COc2cccc(C(F)(F)F)c2)c1C#N	1	.	-1.1	?	-6	.	4	i	2
O=C(Nc1ncn[nH]1)c1ccc(S(=O)(=O)N2CCOCC2)cc1	-5	1.0	0.3	-0.2	-2	-5	2	-0.4	8
COc1cccc(Sc2nc(-c3ccccc3)ncc2S(C)(=O)=O)c1	-7	0.6	-0.9	-2.8	-4	-5	-5	-1.4	11
Cc1ccc(S(=O)(=O)c2nc(-c3ccc(F)cc3)oc2SCC(N)=O)cc1	-5	.	-1.3	-0.2	9	-2	16	-2.4	1
N#Cc1cc([N+](=O)[O-])c(-n2nnc3ccccc32)c([N+](=O)[O-])c1	0	.	-1.1	-0.1	-4	1	6	-3.8	.
Cc1ccccc1CN1C(=O)c2ccccc2C1c1nnnn1C(C)C (stereo not drawn)	-6	-0.5	.	-0.1	.	.	.	.	-5
CC(C)c1ccccc1NC(=S)NC(=O)C1CCCCC1	8	0.5	6.3	0.2	.	-10	17	0.9	13
CCCC1(c2ccccc2)NC(=O)N(CC(=O)Nc2ccc3c(c2)OCCO3)C1=O (stereo not drawn)	.	1.5	-0.6	.	.	7	2	-0.5	-3
NS(=O)(=O)c1cnccc1NCCc1ccccc1	13	1.2	.	-4.7	.	-8	8	0.5	3
CCOC(=O)c1ccccc1Nc1cc(C)nc2nc(C)nn12	8	0.6	-0.2	0.5	7	3	6	i	2
CCN(CC)CCCN(Cc1cc2cc3c(cc2[nH]c1=O)OCO3)C(=S)Nc1ccccc1	-3	0.9	0.0	-1.2	1	-10	-4	i	-2
O=C(NCCCCNC(=O)c1c(F)c(F)c(F)c(F)c1F)c1c(F)c(F)c(F)c(F)c1F	-8	.	-0.8	-0.9	-1	-8	10	-0.3	-4
CC(=O)c1ccccc1NS(=O)(=O)c1cccc2nonc12	4	-0.3	-1.8	2.2	-1	-17	8	-0.8	2
CN(Cc1ccc(Cl)c(Cl)c1)C(=O)c1cccc(S(=O)(=O)N2CCN(Cc3ccccc3)CC2)c1	-5	0.2	24	0.0	.	1	17	i	3
COc1ccc(N2CCN(C(=O)C(Cc3ccccc3)NC(=O)c3ccccc3)CC2)cc1 (stereo not drawn)	-12	0.5	3.1	-0.1	.	-6	35	-1.4	5
CCOc1ccccc1NC(=O)CC1(CC(=O)N2CCOCC2)CCCC1	-4	-1.5	0.7	2.7	.	-1	-4	i	4
Cc1cc(=O)oc2cc(NC(=O)COc3ccccc3[N+](=O)[O-])ccc12	-2	2.4	-1.2	3.1	.	-20	-4	-1.2	-10
CSc1cccc(NC(=O)Nc2ccccc2)c1	-9	.	2.4	-0.4	-1	-12	-4	i	16
CCOc1cc(C(=O)OCC(=O)c2c[nH]c3ccccc23)ccc1OCC(=O)N1CCOCC1	0	.	0.3	-0.2	-1	4	24	-3.4	3
Fc1ccc(C(CCCn2nnc(-c3cccnc3)n2)c2ccc(F)cc2)cc1	4	.	1.0	0.5	1	-34	-2	1.7	10
O=c1[nH]c(=O)n(Cc2ccco2)c(O)c1C=NC1CCN(Cc2ccccc2)CC1	1	-0.6	.	0.9	2	-13	13	-1.4	-12
Cc1ccc(S(=O)(=O)N2CCCCC2)cc1C(=O)NCCc1ccccc1	-6	1.8	-1.1	1.9	1	-6	2	.	13
O=C(Cn1cccc1C(=O)c1ccccc1)NCCCN1CCc2ccccc2C1	0	0.7	0.9	0.4	2	0	-8	-0.3	-11
COc1ccc(NC(=S)N2CCN(S(C)(=O)=O)CC2)cc1OC	-2	0.8	-2.2	-0.7	-3	-12	3	i	3
CCOc1cc(C(=O)N(C)CC(=O)Nc2cccc(F)c2)ccc1OCC(=O)N1CCCCC1	-3	0.4	0.4	-2.2	.	7	12	i	-1
COc1ccc(-c2[nH]ncc2/C=N\NS(=O)(=O)c2ccc(Cl)cc2)cc1	-3	.	0.4	-0.3	0	.	1	-0.2	.
CC1=NN(C(C#N)c2cccc([N+](=O)[O-])c2)C(C)(C)C1 (stereo not drawn)	-4	.	-1.4	-1.7	-2	12	-6	-1.7	3
O=C(Oc1c(CN2CCOCC2)cc(Cl)c2cccnc12)c1ccccc1Cl	-1	0.7	-1.4	-2.8	2	47*	28	-3.3	0
O=c1c2c(ncn2C2CCCC2)n(Cc2ccccc2)c(=O)n1CCOc1ccc(Br)cc1	2	.	0.2	-0.5	2	0	3	-0.3	0
Cc1ccc(C)c(N(C(=O)CNC(=O)c2ccco2)C(C(=O)NCC2CCCO2)c2ccccc2)c1 (stereo not drawn)	-2	2.9	-2.0	-0.1	-6	-11	12	0.0	-9
Cc1nc(SC2C=CS(=O)(=O)C2)n[nH]1 (stereo not drawn)	-5	0.9	-0.5	-0.9	3	-11	-8	0.1	.

(continued)
SMILES	Anthrax LF prot	TcdB GH inh	PfHsp40 rescue	BoNT A protease	3CLpro inhibitor	SSB-PriA inh	Y pestis TopoI	BH1578 lux ind	PrPC surface inh
Cc1ccsc1/C=N/NC(=O)c1ccc([N+](=O)[O-])cc1	-1	0.1	-0.4	0.2	-2	.	-5	-0.5	-19
CCC(Oc1ccc(Cl)cc1)C(=O)N1CC(=O)Nc2ccccc21 (stereo not drawn)	2	0.0	7.9	-2.8	12	-10	3	-7.7	-5
COc1ccccc1C1C2C(=O)N(c3ccccc3)C(=O)C2ON1c1ccccc1 (stereo not drawn)	-8	.	2.3	0.1	4	-4	-6	1.2	8
CCN(C[C@H]1N[C@@](CC)(C(=O)OC)[C@H]2C(=O)N(Cc3ccccc3)C(=O)[C@@H]12)C(=O)c1ccc(C(C)(C)C)cc1	-1	1.4	2.5	-0.4	.	-6	13	i	3
CC(Sc1nc(-c2ccccc2)cc(C(F)(F)F)n1)C(=O)N1CCCCC1 (stereo not drawn)	-2	.	4.7	0.6	4	-9	18	i	.
O=C(CN(Cc1ccco1)C(=O)c1cccc(F)c1)Nc1ccccc1C(F)(F)F	.	3.2	0.4	.	.	-7	-2	-0.3	4
CN(C)c1ccc(-c2ccnc3c2CC(C)(C(=O)Nc2cccc(C(F)(F)F)c2)O3)cc1 (stereo not drawn)	-4	1.2	.	-0.5	.	.	13	i	-2

Some of the compounds tested; the hit share may differ from the screen's.
